Growth percent in the NCI-60 one-dose screen (48 h, 10 µM unless noted): 100 = growth as untreated, 0 = no growth, -100 = all killed.
OVCAR-3 – OVCAR-3 ovarian cancer; 79,000 tested, 7% active; AID 1794787
A498 – A498 renal cancer cells | 76,000 tested, 5.4% active | AID 1794774
OVCAR-4 – OVCAR-4 ovarian cancer cells; 80,000 tested, 3.7% active
ACHN – ACHN renal cancer | 81,000 tested, 4.9% active | AID 1794771
OVCAR-8 – OVCAR-8 ovarian cancer; 81,000 tested, 4.4% active; AID 1794782
CAKI-1 – CAKI-1 renal cancer; 75,000 tested, 4.7% active; AID 1794772
OVCAR-5 – OVCAR-5 ovarian cancer. 82,000 tested, 2.9% active. AID 1794783
RXF 393 – RXF 393 renal cancer cells | AID 1794773 | 77,000 tested, 6.9% active
* marks the source's active call; other numbers are inactive results; x = no result given; & = joins results of further samples. How the source made its calls: active means growth percent below 10; inactive means the rest. Compounds as they come; about 10% have a hit in one of these screens.

SMILES	OVCAR-3	A498	OVCAR-4	ACHN	OVCAR-8	CAKI-1	OVCAR-5	RXF 393
CCOC(=O)Cc1ccc(N)cc1	117.3&120.2	102.6&77.6	119.1&107.1	115.0&111.3	99.4&105.4	107.4&98.9	108.4&121.0	116.6&127.5
Cc1c(C(N)=O)sc2c1C(=O)N(Cc1ccccc1)C1=NN=C(c3ccc(Cl)cc3)CN12	31.5	105.1	48.6	21.9	18.1	18.6	57.2	51.3
CC(=O)c1cccc(NC(=O)Cn2cc(CN3C(=O)c4ccccc4S3(=O)=O)nn2)c1	96.2	100.3	99.2	106.1	110.0	90.7	101.1	114.1
COc1ccc(-c2cnc3nonc3n2)cc1[N+](=O)[O-]	19.0	105.0	25.6	89.1	92.8	84.8	101.3	91.2
CC(=O)/C=C/C1C(C)=CCCC1(C)C (stereo not drawn)	101.1	x	102.5	95.8	98.2	98.3	92.4	x
COc1cccc2c(N=NC(=O)c3ccc(S(N)(=O)=O)cc3)c(O)[nH]c12	113.9	94.8	96.8	104.9	102.0	93.6	106.1	106.4
O=C(N/N=C/c1ccc([N+](=O)[O-])o1)c1ccc(O)cc1	23.4	112.5	42.0	66.5	17.6	88.3	78.7	82.5
CSc1ncc(Br)c(NCc2ccccc2Cl)n1	114.8	84.6	93.8	113.2	94.4	x	103.7	98.7
O=S(=O)(Oc1ccc(Cl)cc1Cl)c1ccccc1	101.6	x	85.6	101.3	99.9	81.3	85.7	91.2
CCCCCCCC(C)(N)C(=O)O (stereo not drawn)	109.0	102.0	112.1	102.7	101.2	80.5	101.3	96.1
COc1ccc(/C=C/C(=O)c2ccc(NC(=O)CSc3nnc(-c4cc(OC)c(OC)c(OC)c4)o3)cc2)cc1OC	105.0	103.6	94.5	x	108.5	x	102.1	114.7
COc1ccccc1/C=C/C(=O)Nc1ccc(F)cc1	104.2	102.4	86.8	101.3	100.4	90.7	108.2	101.5
COc1ccc2cc(C(C)C(=O)Nc3ccc(S(=O)(=O)Nc4ncccn4)cc3)ccc2c1 (stereo not drawn)	107.6	98.2	105.9	107.5	89.6	85.4	118.2	64.5
O=C(O)CCCN1C(=O)/C(=C/c2cn(-c3ccccc3)nc2-c2ccc([N+](=O)[O-])cc2)SC1=S	61.6	88.2	64.0	56.8	44.4	65.1	94.3	86.7
CCSc1nnc2c3cc(Cl)ccc3n(C)c2n1	96.3	92.1	90.9	87.9	103.1	87.3	90.3	99.4
N#CC(C#N)=C1CCCc2sccc21	108.2	87.1	100.8	116.6	101.9	89.4	104.2	103.9
CCOC(=O)C1=C(C)NC(SCc2nnc(-c3ccc(Cl)cc3)o2)=NC1c1ccc(Cl)cc1Cl (stereo not drawn)	62.8	77.7	52.7	57.7	54.2	x	89.0	43.4
CCN(CC)CCNC(Cc1ccccc1)c1ccc(OC)cc1 (stereo not drawn)	102.6	88.6	104.2	102.8	109.3	90.1	96.2	97.3
C=C(C(=O)c1ccccc1)C(NC(C)(C)C)c1ccccc1 (stereo not drawn)	-65.9*	94.1	-13.1*	-59.4*	-32.0*	6.9*	-29.2*	-56.1*
CCSc1ccc(N=[N+]([O-])c2ccc(SCC)c(Cl)c2)cc1Cl	112.2	83.4	102.3	93.4	99.8	93.0	84.9	110.3
O=C(Nc1ccc2c(ccn2Cc2ccc(F)cc2)c1)c1cnccn1	108.3	52.6	73.1	101.2	103.8	47.6	96.2	57.0
CCC1([N+](=O)[O-])COC(c2ccc(Cl)cc2)OC1 (stereo not drawn)	109.6	97.5	98.2	97.7	101.1	90.2	116.2	111.5
Cc1c2c[n+](C(C)C)ccc2c(C)c2c1[nH]c1ccccc12	9.4*	x	13.8	85.7	15.9	96.0	55.7	60.3
O=C1NN=C2c3ccccc3CN2c2c1cnn2-c1ccccc1	108.3	131.1	107.6	100.5	100.5	79.6	108.0	105.0
Cc1cc(C)nc(N)c1	114.8	81.2	119.9	108.4	113.1	93.2	103.9	101.3
O=c1cc(-c2ccc(O)cc2)oc2cc(O)cc(O)c12	92.8	x	92.7	88.3	93.1	91.3	110.4	104.0
CCOC(=O)c1[nH]n(-c2ccccc2)c(=O)c1C=NC(=S)c1cccnc1	107.9	94.4	106.7	101.2	104.6	96.8	119.3	100.3
Cn1c(=O)[nH]c(=O)c2nc(CCC(=O)NCCCC(=O)O)c(=O)[nH]c21	115.0	105.4	98.4	101.5	100.1	94.2	101.0	113.2
C=C(C)COC(=O)C1CC2OC2CC1C(=O)OCC(=C)C (stereo not drawn)	118.5	92.8	119.9	105.3	103.0	85.6	99.2	125.3
CCOn1nnc2c(Cl)c3[nH]ccc(=O)c3cc21	97.5	126.5	118.8	113.1	111.2	89.1	114.7	174.4
O=S(=O)(O)CCN1CCN(CCO)CC1	96.0	112.4	115.9	112.1	97.7	104.2	117.1	179.3
CCCCC/C(=C(\C#N)C(=O)OCC)c1ccccc1	103.4	110.7	116.8	112.8	90.9	100.5	100.7	x
CC(=NCc1ccccc1)c1ccccc1O	116.2	111.4	105.6	101.4	96.8	97.2	94.7	107.3
N#CC1=C(N)Oc2c(cnn2-c2ccc([N+](=O)[O-])cc2[N+](=O)[O-])C1c1ccccc1Cl (stereo not drawn)	96.3	63.1	95.9	87.0	92.6	63.5	90.8	87.6
CCOC(=O)c1cc(/C(=N/O)c2cc(OC)c(OC)c(OC)c2Br)n2cc(C)cc(C)c12	59.1	56.5	63.5	50.7	89.1	56.9	84.9	71.1
CCOC(=O)/C=C(/C)c1ccccc1	113.8	111.5	98.4	116.3	109.9	111.6	109.9	106.8
CCCCCCCCCCCC[Si](F)(CCCCCCCC)CCCCCCCC	102.2	133.2	106.0	97.4	121.8	94.1	104.7	129.6
N#Cc1c(-c2cccs2)c(C#N)c(=O)n(Cc2nc3ccccc3[nH]2)c1N	x	117.9	99.6	96.8	95.1	80.7	115.6	94.4
OCC(O)C1CCCCN1 (stereo not drawn)	112.8	88.7	103.8	102.1	101.3	91.1	92.0	101.5
O=C1C(Nc2ccc(Br)cc2)=C(I)C(=O)c2ncccc21	-85.3*	96.0	-95.6*	-20.1*	2.7*	18.6	73.5	45.8
CC(C)C1=C[C@@]23CC[C@@H]4[C@](C)(CCC[C@@]4(C)C(=O)N4CCCNCC4)[C@H]2C[C@@H]1[C@H]1C(=O)CCC(=O)[C@H]13	114.9	97.0	98.8	92.1	96.6	81.1	97.9	104.3
Cc1cc(=O)[nH]c(N)n1	123.3&105.1&101.4&118.0	123.4&119.2&94.7&90.7	105.8&115.7&113.5&113.8	105.9&103.2&102.6&106.4	108.4&104.1&98.0&79.9	104.7&98.1&103.4&104.2	106.3&113.2&95.6&109.3	87.4&112.6&90.4&112.9
O=C(c1ccccc1)N(Cc1ccccc1)Cc1ccccc1	113.7	103.3	80.6	94.4	91.3	87.5	85.0	x
O=C(CCl)OCCCCCOC(=O)CCl	114.5	67.7	99.0	103.7	102.8	98.7	101.0	117.0
O=C1OC(C(O)C(O)C(O)CO)C(O)C1O (stereo not drawn)	109.4	89.7	100.7	105.1	101.7	92.6	104.7	81.1

Individual results from above:
Result of O=C1C(Nc2ccc(Br)cc2)=C(I)C(=O)c2ncccc21 in A498: 96.0
Result of CC(C)C1=C[C@@]23CC[C@@H]4[C@](C)(CCC[C@@]4(C)C(=O)N4CCCNCC4)[C@H]2C[C@@H]1[C@H]1C(=O)CCC(=O)[C@H]13 in OVCAR-8: 96.6

Carrying on:
SMILES	OVCAR-3	A498	OVCAR-4	ACHN	OVCAR-8	CAKI-1	OVCAR-5	RXF 393
CN1CCC(n2cc(Nc3ncc4c(=O)n(-c5c(Cl)cccc5Cl)cc(Br)c4n3)cn2)CC1	x	x	33.8	24.0	6.9*	20.0	43.5	-58.3*
O=C1COc2cccnc2N1	129.4	99.4	101.7	103.7	100.4	87.9	110.0	122.2
Clc1cccc(Cl)c1C[N+]12CN3CN(CN(C3)C1)C2	100.7	121.3	97.3	102.6	99.6	94.7	100.3	120.9
COc1cc(N)ccc1O	99.7	89.8	106.2	104.5	98.4	103.6	119.8	105.3
OCCNc1nc(NCCO)nc(Nc2ccc(C3=NN(c4cc(Cl)cc(Cl)c4)C(c4ccc(C(F)(F)F)cc4)C3)cc2)n1 (stereo not drawn)	4.4*	67.7	53.6	29.6	39.5	x	89.0	-27.2*
COc1cccc(-c2nc3ccccc3s2)c1OC	108.5	99.4	91.7	102.3	99.4	97.2	116.9	111.8
C=C1c2c(C)nn(-c3ccc(O)cc3)c2N(C)C23C[C@@H]1C1(C)c4c(C)nn(-c5ccc(O)cc5)c4N(C)C(C)(C[C@H]12)C3 (stereo partly drawn)	24.2	34.8	32.2	24.6	27.8	27.2	85.8	19.9
COc1ccc(C)cc1S(=O)(=O)c1ccc([N+](=O)[O-])cc1Cl	113.0	100.5	83.8	101.8	105.9	87.3	107.5	98.1
Cc1ccc(-c2nc(C#N)c(S(=O)(=O)N3CCN(S(C)(=O)=O)CC3)o2)cc1	-22.0*	131.5	48.1	-97.9*	25.5	72.0	76.9	-35.2*
COc1ccc(-c2nn(-c3ccc(NC(=O)Nc4ccc(Cl)c(C(F)(F)F)c4)cc3)cc2-c2ccncc2)cc1Cl	-1.6*	-5.7*	45.1	7.5*	9.5*	-18.8*	14.5	-68.3*
C=CC/C(=C/CCC)CCC	108.1	104.8	119.4	106.9	121.9	105.9	113.9	x
CC(C)(C)c1cc(C[P+](c2ccc(Cl)cc2)(c2ccc(Cl)cc2)c2ccc(Cl)cc2)cc(C(C)(C)C)c1O	90.3	98.5	79.2	98.7	85.8	84.2	104.8	68.0
O=C(CCC(=O)Oc1c(Cl)cc(Cl)cc1[N+](=O)[O-])Oc1c(Cl)cc(Cl)cc1[N+](=O)[O-]	113.6	98.4	112.6	107.8	100.4	100.4	98.7	124.8
CC(C)n1cc(C#N)c(N)n1	129.3	124.3	103.1	103.7	105.5	94.0	105.2	104.4
Nc1ccc2nc(-c3ccc(-c4nc5ccc(N)cc5[nH]4)cc3)[nH]c2c1	104.1	87.4	99.1	101.8	99.6	99.0	94.6	114.5

Reformatted as labelled records: four of the compounds above.
O=C1COc2cccnc2N1
  OVCAR-3 = 129.4 | A498 = 99.4 | OVCAR-4 = 101.7 | ACHN = 103.7 | OVCAR-8 = 100.4 | CAKI-1 = 87.9 | OVCAR-5 = 110.0 | RXF 393 = 122.2

O=C(CCC(=O)Oc1c(Cl)cc(Cl)cc1[N+](=O)[O-])Oc1c(Cl)cc(Cl)cc1[N+](=O)[O-]
  OVCAR-3 = 113.6 | A498 = 98.4 | OVCAR-4 = 112.6 | ACHN = 107.8 | OVCAR-8 = 100.4 | CAKI-1 = 100.4 | OVCAR-5 = 98.7 | RXF 393 = 124.8

CC(C)(C)c1cc(C[P+](c2ccc(Cl)cc2)(c2ccc(Cl)cc2)c2ccc(Cl)cc2)cc(C(C)(C)C)c1O
  OVCAR-3 = 90.3 | A498 = 98.5 | OVCAR-4 = 79.2 | ACHN = 98.7 | OVCAR-8 = 85.8 | CAKI-1 = 84.2 | OVCAR-5 = 104.8 | RXF 393 = 68.0

C=C1c2c(C)nn(-c3ccc(O)cc3)c2N(C)C23C[C@@H]1C1(C)c4c(C)nn(-c5ccc(O)cc5)c4N(C)C(C)(C[C@H]12)C3 (stereo partly drawn)
  OVCAR-3 = 24.2 | A498 = 34.8 | OVCAR-4 = 32.2 | ACHN = 24.6 | OVCAR-8 = 27.8 | CAKI-1 = 27.2 | OVCAR-5 = 85.8 | RXF 393 = 19.9

(next part)
SMILES	OVCAR-3	A498	OVCAR-4	ACHN	OVCAR-8	CAKI-1	OVCAR-5	RXF 393
Cc1c(Cl)cccc1NC(=O)CN1CCCCC1	107.9	91.7	91.0	106.5	109.3	x	96.1	106.0
O=[N+]([O-])c1ccc(NCCO)c([N+](=O)[O-])c1	115.8	87.3	110.7	97.6	110.6	100.1	88.2	98.9
O=C(O)c1cn(C2CC2)c2cc(N3CCN(Cc4ccc5ccccc5c4O)CC3)c(F)cc2c1=O	-26.2*	-7.6*	32.5	59.0	14.4	15.2	51.0	-23.2*
O=C1S/C(=C\c2ccco2)C(=O)N1Cc1cc2ccccc2nc1Cl	x	81.9	104.9	98.0	100.6	98.8	105.9	110.6
CCCC(OC(=O)CC)c1ccc(Cl)cc1 (stereo not drawn)	121.7	89.0	110.1	107.7	108.2	118.7	91.8	111.3
C#CC(O)(c1ccc(Cl)cc1)c1ccc(Cl)cc1	106.7	108.1&111.1	115.6&97.6	98.0&98.3	99.0&96.1	93.8&97.2	95.3&99.2	114.6
COc1cccc(C(=O)N(c2ccc(F)c(F)c2)C(C(=O)NC(C)(C)C)c2cc3c(C)cc(C)cc3nc2Cl)c1 (stereo not drawn)	60.3	59.8	48.7	59.4	84.1	42.9	86.5	72.3
Fc1ccc(Nc2ccnc(N3CCN(c4ccnc5cc(Cl)ccc45)CC3)n2)cc1	44.1	22.7	33.1	38.7	36.6	41.9	55.9	66.7
CCCCCCCCCCCC(=O)NN	96.7	83.3	109.9	105.2	97.1	107.5	111.0	111.3
Cc1[nH]c2ccccc2c1C(C[N+](=O)[O-])c1ccccc1 (stereo not drawn)	116.8	x	106.2	104.1	96.5	89.7	95.6	100.5
Cc1nn(-c2ccccc2)c(N(C)Cc2ccccc2)c1C1CC(c2ccc(F)cc2)=NN1C=O (stereo not drawn)	82.9	81.1	82.2	92.4	86.4	x	99.3	86.8
O=C1Cc2cc(CCN3CCN(c4nsc5ccccc45)CC3)c(Cl)cc2N1	97.6	64.1	84.1	95.6	93.7	86.6	107.6	91.7
CCN(CC)CCOC(=O)c1cccc(-c2ccccc2)c1OCCN(CC)CC	100.5	100.7	102.8	105.2	106.9	89.9	105.1	102.9
COc1ccc(C2CC(c3cc(OC)c(OC)c(OC)c3)=NO2)cc1OCCCCOc1ccc(-n2c(/C=C/c3ccccc3)nc3ccccc3c2=O)cc1 (stereo not drawn)	102.6	129.7	117.5	95.4	113.3	91.4	111.2	140.0
CC1(C)/C(=C\CO)C2CCC1C2 (stereo not drawn)	118.9	x	111.5	112.5	113.6	101.7	104.5	113.2

Compound activity as filed in PubChem.
